High-throughput results (PubChem BioAssay)
GAA spleen mod = inhibitors or activators of human alpha-glucosidase in spleen homogenate; Potency, µM (series often up to 79.9 µM), without a hit: at the top dose activity change, negative = inhibition, usual class: inhibitors; human spleen homogenate, 4-MU-alpha-glucoside fluorescence; 240,000 tested, 0.006% active; P10253; AID 2112;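 also: 0% = enzyme with vehicle and -100% = no enzyme basal signal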
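Enzyme source: human spleen homogenate, 1 ug/well. Buffer 50 mM citric acid/K phosphate pH 5.0, 0.01% Tween-20. 4-MU-alpha-glucoside 1 mM; 37 C x 40 min; NaOH/glycine stop; fluorescence.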
Epigenetic derep = derepresses silenced GFP reporter in murine cells; 280,000 tested, 0.2% active; Potency, µM (titrated, usually from 53.9 µM), without a hit: at the highest dose GFP activation, hits mostly activators; murine LDR cells, GFP reporter derepression, 30 h; AID 1865; also: % of control where 0% means no effect; nearly all actives have a fitted effect of over 60% in size
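Reporter derepression read as number of fluorescent GFP-positive objects, 20-120 um in size, counted by laser-scanning cytometer. Mouse LDR line with an epigenetically silenced CMV-GFP locus; compound incubation 30 h, 37 C.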
GLA spleen mod = inhibits or activates alpha-galactosidase in human spleen homogenate | P06280 | human spleen homogenate, 4MU-alpha-Gal fluorescence, 40 min | Potency, µM (titrated, usually from 80 µM), without a hit: top-dose activity change, negative = inhibition, actives largely listed as inhibitors | 240,000 tested, 0.008% active | AID 2107;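 also: 0% = enzyme with vehicle and -100% = no enzyme basal signal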
Target sequence (P06280 32-429 limits assumed): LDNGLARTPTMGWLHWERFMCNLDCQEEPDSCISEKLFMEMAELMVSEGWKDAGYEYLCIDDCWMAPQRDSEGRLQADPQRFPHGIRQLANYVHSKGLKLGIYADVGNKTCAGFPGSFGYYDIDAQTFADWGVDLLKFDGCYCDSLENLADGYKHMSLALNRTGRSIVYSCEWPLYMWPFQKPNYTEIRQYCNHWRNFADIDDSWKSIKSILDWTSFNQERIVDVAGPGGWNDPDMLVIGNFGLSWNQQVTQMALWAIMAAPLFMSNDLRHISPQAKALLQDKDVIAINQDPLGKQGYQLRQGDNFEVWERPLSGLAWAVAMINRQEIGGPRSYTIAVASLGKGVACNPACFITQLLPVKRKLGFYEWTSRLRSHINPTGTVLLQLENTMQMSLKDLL
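qHTS titration in buffer at pH 5.0. Alpha-galactosidase activity in spleen homogenate was measured via 4-methylumbelliferone release from 1 mM fluorogenic substrate after 40 min at 37C and a pH 10 stop. AC50 came from Hill fits of control-normalized data.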
ALDH1A1 inh = ALDH1A1 (human) enzyme inhibition. Purified ALDH1A1, NADH fluorescence, propionaldehyde substrate. 220,000 tested, 7.3% active. P00352. Potency, µM (highest dose often 75.3 µM), for inactives: at the highest dose activity, negative = inhibition, most hits filed as inhibitors; active = well fitted inhibition curve with a large enough effect, not every such curve was filed as active; inconclusive = small, poorly fitted or top-dose-only effect, or another doubt; inactive = no such curve, though single readings can be large or run the other way;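 also: plate controls were no enzyme wells and a reference inhibitor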
Target sequence (P00352 whole entry, looked up): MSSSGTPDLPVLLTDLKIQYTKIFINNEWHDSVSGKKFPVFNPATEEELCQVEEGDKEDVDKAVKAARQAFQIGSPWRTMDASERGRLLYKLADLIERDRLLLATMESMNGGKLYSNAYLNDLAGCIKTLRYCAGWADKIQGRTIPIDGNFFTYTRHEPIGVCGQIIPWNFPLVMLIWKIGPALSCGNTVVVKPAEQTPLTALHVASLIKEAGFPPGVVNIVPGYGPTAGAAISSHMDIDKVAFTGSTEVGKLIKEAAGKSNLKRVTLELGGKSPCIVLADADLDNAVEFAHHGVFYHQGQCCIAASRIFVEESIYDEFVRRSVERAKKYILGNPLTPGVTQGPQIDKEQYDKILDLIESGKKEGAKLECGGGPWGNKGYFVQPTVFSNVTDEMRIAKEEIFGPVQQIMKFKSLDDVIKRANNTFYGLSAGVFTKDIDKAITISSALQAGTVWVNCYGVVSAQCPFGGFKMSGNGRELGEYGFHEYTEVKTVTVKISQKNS
NPSR antag = blocks cAMP signaling of the human neuropeptide S receptor; Potency, µM (titrated, usually from 38.3 µM), inactives show top-dose activity change, negative = inhibition, hits mostly inhibitors; 220,000 tested, 1% active; AID 1461; CHO-NPSR cells, cAMP TR-FRET, antagonist mode; also: % is scaled to controls: 0 for no effect and ±100 for the full control effect; nearly all actives have a fitted effect of over 50% in size; many of its hits are not listed in these tables
GAA inh = blocks human lysosomal alpha-glucosidase | 200,000 tested, 0.005% active | purified human GAA, 4-MU-alpha-glucoside fluorescence | AID 1466 | Potency, µM (doses to about 76.9 µM), without a hit: top-dose activity change, negative = inhibition, usual class: inhibitors;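 also: plate controls were uninhibited enzyme wells for no effect and no-enzyme background for full effect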
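Enzyme (4 nM final) mixed with compound (up to 77 uM), then 4-MU-alpha-D-pyranoside (400 uM final) added; 20 min at room temperature, pH 5.0. Reaction stopped at pH 10, fluorescence read, AC50 derived by Hill fit.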
GAA glycogen = GAA glycogen-cleavage inhibition or activation. P10253. recombinant GAA, glycogen substrate, Amplex Red glucose oxidase fluorescence. Potency, µM (titrated, usually from 76.4 µM), for the others: at the top dose activity change, negative = inhibition, usual class: inhibitors. 300,000 tested, 0.38% active. AID 2100;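 also: 0% = full enzyme reaction and -100% = no-enzyme basal signal; the screen sought inhibitors and activators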
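Natural-substrate format: glycogen cleavage by 4 nM human enzyme, glucose read by Amplex Red coupling (Ex 573, Em 610 nm). Normalized to enzyme and no-enzyme controls.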
Tau fluor cs = counter-screen for tau fibril formation inhibitors. AID 1463. Potency, µM (doses to about 57.7 µM), without a hit: at the top dose activity change, negative = decrease. tau K18 P301L (four-repeat tau fragment) Alexa594 fluorescence, heparin fibrillization. 280,000 tested, 0.93% active; also: % is scaled to controls: 0 for no effect and ±100 for the full control effect; nearly all actives have a fitted effect of over 55% in size
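Human K18 P301L tau (15 uM unlabeled plus 0.24 uM Alexa 594-labeled, final) in 100 mM sodium acetate pH 7 was mixed with compound and 20 uM heparin and incubated 6 hr at 37 C.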
* marks the source's active call; other numbers are inactive results; ? = inconclusive; . = not tested or not shown; & = joins results of further samples; [ ] = dose if it differs, or a comment. Unless noted, calls follow the shape of the dose curve; as a rule, active = well fitted curve in the direction sought with a large enough effect; inconclusive = small, poorly fitted or top-dose-only effect, or another doubt; inactive = no such curve, though single readings can be large; an effect the other way counts as inactive or inconclusive. Potency is read from the fitted curve at half-maximal effect. An excerpt; count on the stated rates, not on these rows.

SMILES | GAA spleen mod | Epigenetic derep | GLA spleen mod | ALDH1A1 inh | NPSR antag | GAA inh | GAA glycogen | Tau fluor cs
Cc1nn(-c2ccccc2)c(C)c1/C=N/n1cnnc1 | 7% | 4.4% | 4% | 2% | 14% | 0% | 7% | -8%
Cc1ccc(CNC(=O)CSCc2cccc(F)c2)cc1 | 3% | -2.6% | 2% | ? | -5% | 1% | -5% | -3%
C=CCn1c(CSCc2ccc(Cl)cc2Cl)nnc1SCC(=O)Nc1ccc(C(=O)O)cc1 | -1% | -1.3% | -3% | . | -33% | . | 2% | 3%
O=[N+]([O-])c1ccc(-c2nn(-c3ccccc3)cc2/C=N/n2c(-c3ccncc3)n[nH]c2=S)cc1 | 4% | 1.0% | 0% | . | -34% | . | -6% | -24%
COc1ccccc1N1CCN(CCCCNC(=O)c2ccc3ccccc3c2)CC1 | 7% | 0.0% | 1% | -11% | 6%[46.1 µM] | . | . | -16%
OC(CCCN1CCC(O)(c2ccc(Cl)cc2)CC1)c1ccc(F)cc1 (stereo unspecified) | -3% | 1.1% | -10% | -1% | -9% | -1%[15.4 µM] | -7% | -6%
CCCCNS(=O)(=O)c1ccc2nc(SCC(=O)Nc3sccc3C#N)[nH]c2c1 | -13% | 2.5% | -26% | ? | ? | -10% | -12% | ?
COC(=O)c1ccc(C2NC(C(=O)O)CS2)cc1 (stereo unspecified) | 2% | 0.8% | -7% | ? | -6%[46.1 µM] | -2% | 6% | -5%
CCOC(=O)c1ccccc1NC(=O)CSc1nnc(C(C)C)n1CC | -6% | 2.1% | ? | -8% | -2% | 3% | 3% | -3%
CC(=O)NCc1ccc(S(=O)(=O)N/N=C/c2ccccc2)cc1 | -5% | -1.1% | -2% | -4% | 16% | -1% | -1% | -2%
CCn1cc(C(=O)O)c(=O)c2cnc(N3CCN(C(=S)Nc4ccccc4C(F)(F)F)CC3)nc21 | 3% | 0.2% | 0% | . | -20% | . | 7% | -7%
Cn1c(SCC(=O)Nc2ccc(F)cc2)nc2c([nH]c3ccccc32)c1=O | 5% | 2.3%&1.1% | 2% | -1% | -7% | -6% | 3% | -15%&-15%
N#Cc1ccc(Cl)cc1NC(=O)COC(=O)c1ccc(S(=O)(=O)N2CCCC2)cc1 | 10% | 0.0% | 12% | 9% | -6%[46.1 µM] | 0% | -2% | -15%
COc1ccc(O)c(/C=N/NC(=O)c2ccc(CSc3nc(C)cc(C)n3)cc2)c1 | -18% | 0.0% | 1% | ? | -4% | -3% | -7% | ?
Cc1ccc(S(=O)(=O)NC(=O)NCc2ccccn2)cc1 | 2% | -2.9% | 4% | 0% | 9%[46.1 µM] | -7% | -6% | -2%
O=C(OCC(=O)N(C1CCCCC1)C1CCCCC1)c1cnccn1 | 8% | 4.5% | 11% | -10% | -5%[46.1 µM] | 0% | -1% | 1%
CS(=O)(=O)N1CCN(c2ccc(NC(=O)CSc3nnc(-c4ccco4)o3)cc2)CC1 | -13% | 0.0% | -2% | -4% | 14% | 0% | -7% | -19%
CCCN1CCN(C(=O)Nc2ccc(OCC)cc2)CC1 | -2% | 0.5% | -2% | 0% | 1% | 0% | 7% | 2%
COc1ccc(OCCCC(=O)Nc2cccc(C(C)=O)c2)cc1 | 0% | 0.9% | 2% | -2% | -11%[46.1 µM] | 7% | 0% | -17%
COc1ccc(/C(C)=N/OCC(=O)N2CC3(C)CC2CC(C)(C)C3)cc1 (stereo unspecified) | -2% | -0.8% | 4% | ? | -16% | 0% | 1% | 3%
CCNC(=O)NC(=O)CSc1nc2ccccc2n1CC(C)C | -3% | 1.3% | 2% | -3% | ? | 7% | 5% | -7%
Cc1c(C#N)c(SCC(N)=O)nc2c1CCCC2 | -13% | -0.2% | -16% | -1% | 7%[46.1 µM] | 2% | 1% | -2%
CCOC(=O)c1c(NC(=O)CSc2nc3ccccc3o2)sc(C(C)=O)c1C | -3% | 2.2% | -2% | 3% | -12% | -6% | 6% | -19%
COC(=O)c1ccc(N)nc1 | 8% | -2.8% | 4% | 1% | 11% | 3% | 19% | 4%
COC(=O)C1=C(C)NC(=O)C1(NS(=O)(=O)c1ccc(C)cc1)C(F)(F)F (stereo unspecified) | 2% | -1.0% | 11% | -9% | -1%[46.1 µM] | -7% | 5% | -7%
SMILES | GAA spleen mod | Epigenetic derep | GLA spleen mod | ALDH1A1 inh | NPSR antag | GAA inh | GAA glycogen | Tau fluor cs
COCCNC(=O)c1cc(OC)c(OC)cc1[N+](=O)[O-] | -10% | -1.1% | -3% | 6% | 1% | 3% | 17% | 0%
Cc1ccc(C)c(NCCC#N)c1 | 9% | -1.3% | -5% | 15% | 23% | 7% | 2% | 1%
COc1cc(OC)cc(-c2nc3nc(C)c(CCC(=O)O)c(C)n3n2)c1 | -4% | 0.0% | -29% | 14% | -8%[46.1 µM] | 2% | 0% | -1%
COc1cccc(/C=N/NC(=O)c2c(-c3ccccc3)noc2C)c1 | 2% | -3.4% | 8% | 5% | -15%[46.1 µM] | 6% | -2% | -11%
CC(Oc1ccccc1)C(=O)Nc1nc2c(s1)C(=O)CC(C)(C)C2 (stereo unspecified) | -2% | 0.9% | 2% | 14µM* | -14%[46.1 µM] | 0% | -19% | -2%
CC1(C)CC(=O)c2cnc(N3CCc4ccccc4C3)nc2C1 | -5% | 0.7% | -6% | ? | -13%[46.1 µM] | -18% | -6% | 1%
CC(C)COc1nc2ccccc2c(=O)n1OCC(=O)O | -3% | -3.4% | 2% | -2% | -18%[46.1 µM] | 6% | 3% | -3%
COC(=O)N[C@@H](CCc1ccccc1)/C(C(=O)OC)=C(\C)NCc1ccccc1 | 4% | -1.1% | -28% | 9% | . | . | . | 2%
CCCCn1c(CN2CCN(c3cccc(Cl)c3)CC2)nc2c1c(=O)[nH]c(=O)n2C | -8% | 1.0% | -3% | ? | -24% | -5% | -1% | -9%
CCOC(=O)c1ccc(NC(=O)N2CC(C)OC(C)C2)cc1 (stereo unspecified) | -3%&3% | 0.9%&1.5% | 6%&6% | -1%&2% | -4%[46.1 µM] | -4%&-4% | -2%&5% | -6%&-9%
CC(=O)c1ccc(COC(=O)c2ccccc2NC(=O)C(C)C)cc1 | 4% | 3.6% | 2% | -2% | -25% | -9% | -6% | -9%
O=C1CC(c2ccco2)Cc2nc(Nc3nc(-c4ccccc4)c4ccccc4n3)ncc21 (stereo unspecified) | 4% | 6.7% | 1% | -6% | -17%[46.1 µM] | -7% | 0% | -2%
CCN(CC)CCN(C)Cc1ccc(Br)cc1 | -3% | 3.0% | -3% | ? | -9%[46.1 µM] | -8% | -6% | -1%
C/C(=N\NC(=O)CCCC(=O)O)c1c(-c2ccccc2)c2cc(Cl)ccc2[nH]c1=O | 8% | -6.1% | 5% | . | 52% | . | -4% | -11%
CCCc1nc(N2CCOCC2)c2sc(=S)n(-c3ccccc3)c2n1 | 2% | -0.4% | -3% | 10µM* | 0%[46.1 µM] | 2% | -7% | -5%
Cc1ccc(C2SCC(C(=O)O)N2C(=O)c2ccc(F)cc2)cc1 (stereo unspecified) | 1% | 1.1% | -7% | 6% | 11% | -4% | 10% | 1%
COC(=O)c1ccc(CSc2nnc(NC(=O)C3CCCO3)s2)cc1 (stereo unspecified) | -13% | -2.4% | -17% | -4% | -8%[46.1 µM] | -3% | -4% | -14%
O=C(Nc1ccc(F)c(F)c1)c1ccc(F)c(S(=O)(=O)N2CCOCC2)c1 | -6% | -1.0% | -3% | 6% | -2%[46.1 µM] | -4% | -10% | -1%
CCOC(=O)c1ccc(NC(=O)Cn2nnc(-c3ccccc3F)n2)cc1 | 1% | 0.0% | -2% | 5% | -1% | 7% | -3% | -29%

Full records, quoted from the list. Order of screens: GAA spleen mod, Epigenetic derep, GLA spleen mod, ALDH1A1 inh, NPSR antag, GAA inh, GAA glycogen, Tau fluor cs
CCOC(=O)c1ccc(NC(=O)N2CC(C)OC(C)C2)cc1 (stereo unspecified) as listed: -3%&3%, 0.9%&1.5%, 6%&6%, -1%&2%, -4%[46.1 µM], -4%&-4%, -2%&5%, -6%&-9%
COc1cccc(/C=N/NC(=O)c2c(-c3ccccc3)noc2C)c1 as listed: 2%, -3.4%, 8%, 5%, -15%[46.1 µM], 6%, -2%, -11%
O=C1CC(c2ccco2)Cc2nc(Nc3nc(-c4ccccc4)c4ccccc4n3)ncc21 (stereo unspecified) as listed: 4%, 6.7%, 1%, -6%, -17%[46.1 µM], -7%, 0%, -2%
COc1ccc(/C(C)=N/OCC(=O)N2CC3(C)CC2CC(C)(C)C3)cc1 (stereo unspecified) as listed: -2%, -0.8%, 4%, ?, -16%, 0%, 1%, 3%
COc1ccccc1N1CCN(CCCCNC(=O)c2ccc3ccccc3c2)CC1 as listed: 7%, 0.0%, 1%, -11%, 6%[46.1 µM], ., ., -16%
